AmpC detergent: qHTS Inhibitors of AmpC Beta-Lactamase (assay with detergent) | Potency, µM (titrated, usually from 114 µM), inactives show at the top dose activity change, negative = inhibition, most hits filed as inhibitors | AID 485294, 2010 | actives 0.041% (n = 370,000) | AmpC hydrolysis of nitrocefin, absorbance 480 nm, 0.01% Triton;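 further: potency means the concentration at half of the fitted maximal effect; 0% = no-compound wells and -100% = no-enzyme wells; nearly all actives have a fitted effect of over 25% in size; some results filed as inactive show a strong effect at the top dose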
Target sequence (P00811 whole entry, looked up): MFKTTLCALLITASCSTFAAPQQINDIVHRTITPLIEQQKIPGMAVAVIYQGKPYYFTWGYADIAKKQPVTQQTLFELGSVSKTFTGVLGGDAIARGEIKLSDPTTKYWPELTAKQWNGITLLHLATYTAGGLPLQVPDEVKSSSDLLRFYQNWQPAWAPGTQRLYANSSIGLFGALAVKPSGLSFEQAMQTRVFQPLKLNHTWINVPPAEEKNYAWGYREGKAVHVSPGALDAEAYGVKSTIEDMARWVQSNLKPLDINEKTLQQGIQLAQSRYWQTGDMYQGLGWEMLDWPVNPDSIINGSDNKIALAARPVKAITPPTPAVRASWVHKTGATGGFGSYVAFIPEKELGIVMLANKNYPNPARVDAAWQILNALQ
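20 mM phosphate pH 7.0 + 0.01% (detergent screen) or 0.0001% Triton X-100; 5.3 nM AmpC reagent; cpd preinc 15 min RT; nitrocefin (800 uM stock) to start; A480 q20 s × 4 min; Activity was normalised to no-enzyme and no-compound control wells.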
HCMV antiviral: qHTS Assay for inhibitors of the human cytomegalovirus (HCMV); HFF cells, HCMV-luciferase reporter, 72 h; stronger effect = lower value; activity change, negative = inhibition, % at 57.5 µM; actives 4.5% (n = 410,000); in the data active means activity change below about -60%; inconclusive means no clear call, values can overlap the other calls; inactive means above about -39%; further: on the % scale 0 is the no-effect control and ±100 the full control effect
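Cell-based, HFFs, 1000 cells/well, 16 h 37C; cpds in DMSO + HCMV-luc, MOI 1 PFU/cell; 72 h 37C; OneGlo luminescence after 5 min RT; norm. to buffer vs Salinomycin 10uM.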
AmpC inh no detg: qHTS Inhibitors of AmpC Beta-Lactamase (assay without detergent) | P00811 | AID 485341, 2010 | AmpC nitrocefin hydrolysis, absorbance 480 nm, 0.0001% Triton | Potency, µM (doses to about 57.1 µM), inactives show at the highest dose activity change, negative = inhibition, actives largely listed as inhibitors | actives 0.52% (n = 330,000);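 further: potency means the concentration at half of the fitted maximal effect; plate controls were no compound for no effect and no enzyme for full effect; nearly all actives have a fitted effect of over 20% in size; some results filed as inactive show a strong effect at the top dose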
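20 mM phosphate pH 7.0 + 0.01% (detergent screen) or 0.0001% Triton X-100; 5.3 nM AmpC reagent; cpd preinc 15 min RT; nitrocefin (800 uM stock) to start; A480 q20 s × 4 min; Activity was normalised to no-enzyme and no-compound control wells.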
Shiga inhibitor: A qHTS for Small Molecule Inhibitors of Shiga Toxin | Vero cells, Shiga toxin protein synthesis inhibition reporter | inhibition, % at 38.7 µM | actives 9.2% (n = 290,000) | AID 2315, 2010; in the data active means inhibition mostly above about 28%, no sharp cut-off; inactive means mostly below about 43%; further: 0% is about no effect
Giardia FBPA inh: qHTS Assay for Inhibitors of Fructose-1,6-bisphosphate Aldolase from Giardia Lamblia; A8B2U2; purified Giardia FBPA; Potency, µM (titrated, usually from 59.6 µM), for inactives: at the highest dose activity, negative = inhibition, most hits filed as inhibitors; actives 0.71% (n = 290,000); AID 2451, 2010; further: potency means the concentration at half of the fitted maximal effect; on the % scale 0 is the no-effect control and ±100 the full control effect; nearly all actives have a fitted effect of over 55% in size
Target sequence (A8B2U2 whole entry, looked up): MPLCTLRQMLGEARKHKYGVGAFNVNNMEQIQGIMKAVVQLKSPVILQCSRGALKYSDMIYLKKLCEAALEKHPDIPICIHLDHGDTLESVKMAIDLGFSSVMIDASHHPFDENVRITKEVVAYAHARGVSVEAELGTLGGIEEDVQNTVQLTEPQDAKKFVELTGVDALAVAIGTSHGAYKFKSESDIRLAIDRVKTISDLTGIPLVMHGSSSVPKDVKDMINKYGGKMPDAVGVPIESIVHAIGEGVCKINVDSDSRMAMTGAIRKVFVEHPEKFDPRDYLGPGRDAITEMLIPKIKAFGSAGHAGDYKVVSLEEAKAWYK
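40 nM FBPA preincubated 10 min at RT with compound (up to 57.5 uM final), then substrate plus GAPDH/TPI/NAD/arsenate coupling and diaphorase/resazurin added. Fluorescence read after 20 min at RT, 525/598 nm.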
AMA1 RON2 block: qHTS for Inhibitors of AMA1-RON; Towards Development of Antimalarial Drug Lead: Primary Screen; Plasmodium falciparum AMA1 (3D7) - RON2 peptide interaction; AlphaScreen AMA1-biotinylated RON2 peptide binding; Potency, µM (series often up to 58.2 µM), inactives show top-dose activity change, negative = inhibition, hits mostly inhibitors; actives 0.2% (n = 360,000);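 further: potency means the concentration at half of the fitted maximal effect; 0% = vehicle wells and -100% = peptide control; nearly all actives have a fitted effect of over 45% in size; some results filed as inactive show a strong effect at the top dose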
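AMA1 (3D7) with his tag at 25 nM final met compounds first, then biotinylated RON2 peptide at 25 nM; detection used donor plus acceptor beads, 10 µg/mL apiece, read by AlphaScreen after 30 min at room temperature.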
Cycloheximide cs: Cycloheximide Counterscreen for Small Molecule Inhibitors of Shiga Toxin; cell reporter, cycloheximide protein synthesis inhibition counterscreen; max response, %; actives 12% (n = 300,000); in the data active means max response mostly above about 13%, no sharp cut-off; inactive means mostly below about 14%; further: read at 38.3 µM for the half of the compounds with a filed dose; 0% is about no effect
* hit, by the source's call; ? = inconclusive; / = not tested or not shown; & = joins results of further samples; [ ] = remark or other dose. Unless noted, the call rests on the fitted dose curve; in most records, active means well fitted curve in the direction sought with a large enough effect; inconclusive means small, poorly fitted or top-dose-only effect, or another doubt; inactive means no such curve, though single readings can be large; an effect the other way counts as inactive or inconclusive.

SMILES | AmpC detergent | HCMV antiviral | AmpC inh no detg | Shiga inhibitor | Giardia FBPA inh | AMA1 RON2 block | Cycloheximide cs
CN1C(=S)N(c2ccccc2)C(=O)/C1=C/c1ccco1 | -6% | -16 | -16% | 25 | -17% | -24% | 8
Cc1nc2cc(-c3ccccc3)ccc2o1 | 2% | -20 | 2% | 86* | -6% | 29% | 32*
CC(C)C(=O)Nc1ccc(N2CCN(C)CC2)c(F)c1 | -6% | 2 | -7% | 39 | 4% | -6% | 22*
COc1ccc(CNC(=O)CCC(=O)N2CCN(C(C)=O)CC2)cc1 | -4% | 34 | -11% | -6 | -2% | 7% | -7
O=C(NC1C/C(=N/O)c2cc3c(cc21)OCO3)C(F)(F)F (stereo not drawn) | 3% | -13 | -21% | -3 | 3% | 7% | -4
Cc1ccc2c(c1)N(C(=O)CCC(=O)NCc1cccnc1)CCO2 | ? | 8 | -9% | 3 | -7% | 2% | -2
O=C1COc2ccc(S(=O)(=O)N3CCC(C(=O)NCc4ccccc4)CC3)cc2N1 | -1% | -34 | -23% | 33 | / | -8% | -2
C=CCSc1nc2ccccc2n1C(=O)/C=C/c1cc(OC)c(OC)c(OC)c1 | -10% | -111* | 47% | 111* | 0% | -2% | 49*
COc1ccc(OC)c(NC(=O)CCN2CCN(c3ccccc3F)CC2)c1 | -7% | -1 | 59% | -13 | -23% | -22% | -2
COc1ccc(CCNC(=O)CCSc2nc(-c3ccco3)cc(C(F)(F)F)n2)cc1 | -15% | ? | 0% | -3 | 8% | -8% | -1
CCOc1cc(NC(=O)c2ccco2)c(OCC)cc1NC(=O)c1ccco1 | 6% | -1 | -14% | -7 | / | 9% | -6
Cn1cc(CN2CCC(N3CCNC(=O)CC3)CC2)c(-c2ccccc2F)n1 | 3% | 7 | -27% | -7 | 2% | 15% | -1
CC(C)(C)NC(=O)/C(=C\c1ccco1)NC(=O)c1ccco1 | -8% | -39 | -15% | 21 | 15% | -8% | -2
CCn1c(C)c(Br)c(=O)c(C(=O)OC)c1-c1ccc(Cl)cc1 | -5% | ? | 1% | -4 | 3% | -1% | -1
N#CC1(NC(=O)CSc2nc3ccc([N+](=O)[O-])cc3s2)CCCCC1 | ? | -81* | -37% | / | / | -22% | /
CC(C)c1onc(C(=O)NCc2ccccc2)c1[N+](=O)[O-] | 8% | -20 | -15% | 41* | 0% | -10% | 23*
COc1ccccc1OCCNC(=O)CNC(=O)c1ccc2c(c1)OCO2 | ? | 4 | -20% | / | / | 4% | /
COC(=O)Cc1cc(=O)[nH]c(/N=C(\N)Nc2ccc(C)cc2C)n1 | -13% | -23 | 13% | 17 | -3% | 8% | -5
Cc1c(C)c2c(C)nn(-c3ccccc3)c2[nH]c1=O | -2% | 88 | -9% | -10 | -4% | 0% | -6
O=C1/C(=C/c2ccccc2)SC(=S)N1CC(=O)N1CCCCC1c1cccnc1 (stereo not drawn) | 1% | -90* | 59% | -20 | 8% | -20% | -2
O=C(CCNC(=O)C1CCN(S(=O)(=O)c2ccc(F)cc2)CC1)Nc1nccs1 | -4% | 19 | -11% | 1 | / | 0% | -2
Cc1ccc(S(=O)(=O)C2(C(=O)Nc3ccc(F)cc3)CC2)cc1 | -10% | 4 | -8% | 19 | 8% | 4% | -3
COCCNC(=O)CSc1nc2nn(-c3ccccc3)c(=O)c-2c2n1CCCCC2 | 0% | -27 | 2% | -9 | 4% | 21% | 1
CCN1CCN(c2ccc(N3CCN(S(=O)(=O)c4cc([N+](=O)[O-])ccc4C)CC3)nn2)CC1 | ? | -29 | 5% | / | / | -3% | /
CC(CCc1ccccc1)NC(=S)NC1CCCCC1 (stereo not drawn) | -8% | -39 | -6%[2.29 µM] | -1 | 4% | -4% | 0
CC(C)(C)c1ccc(C(=O)NCCOc2ccccc2)cc1 | -6% | ? | -49% | 33 | -9% | -4% | 26*
Cn1cc(C=C2C(=O)CC(C)(C)CC2=O)c2ccccc21 | -11% | 69 | -9% | -2 | -4% | -14% | -3
COc1ccc(/C=c2/sc3n(c2=O)NC2(c4ccccc4)N(C)C(=O)N(C)C2(c2ccccc2)N=3)cc1 (stereo not drawn) | 6% | 4 | -15% | 21 | 3% | 12% | 15
COc1ccc(/C=C(\C#N)C(=O)N2COCC2(C)C)cc1 | -7% | -28 | -11% | 19 | 1% | -8% | 9
O=C(c1ccc(-c2ccccc2)cc1)C1CCCN(Cc2ccncc2)C1 (stereo not drawn) | -7% | ? | 105%[activator] | 53 | -9% | -1% | 48*
O=C(NCC12CC3CC(CC(C3)C1)C2)c1nc2ncccn2n1 | 2% | 71 | -15% | -17 | 2% | -2% | -4
O=C(CSc1nc2ccccc2s1)NC1CCCC1 | 6% | 16 | -26% | 32 | -1% | 24% | 7
CCCCOc1ccc(C(C)NC(=O)CCS(=O)(=O)Cc2ccccc2F)cc1 (stereo not drawn) | -9% | -66* | -1% | -8 | 1% | -7% | -2
CCc1c(C)sc(NC(=S)NC(C)C2CCCO2)c1C(=O)OC (stereo not drawn) | ? | -33 | -9%[2.29 µM] | -1 | -7% | -1% | -2
Cc1ccc(NC(=O)Nc2cccnc2)cc1NC(=O)Nc1cccnc1 | -7% | ? | -5% | 64 | 0% | -8% | 24*
COc1ccc(N=Cc2c(O)n(-c3cccc(C)n3)c(=O)c3ccccc23)cc1 | -9% | -39 | 135%[activator] | -13 | -9% | -5% | -5
COCCNC(=O)Cn1c(=O)n(CCCCCC(=O)Nc2ccccc2)c(=O)c2sccc21 | 17%&-3% | 89&14 | -1% | 0 | 1% | 4% | 1
O=C(NCc1ccccc1)C1CCCN(S(=O)(=O)c2cccs2)C1 (stereo not drawn) | -2% | 8 | -41% | -9 | 0% | 0% | -4
Cc1ccc(C)c(OCCCC(=O)Nc2nccs2)c1 | 2% | 10 | / | 41 | 5% | -8% | 4
COCCn1nnnc1C(c1cccs1)N1CCN(c2cc(C)ccc2C)CC1 (stereo not drawn) | -2% | -8 | 98%[activator] | 11 | -22% | 6% | -1
COc1ccccc1C/C(N)=N/OC(=O)c1ccc2c(c1)OCO2 | 4% | 16 | ? | 105* | -2% | 5% | 44*
CCOC(=O)N1CCN(C(=O)CS(=O)Cc2nc(-c3ccc(C)cc3)oc2C)CC1 (stereo not drawn) | -11% | 9 | 30% | 2 | 2% | -3% | -3
CC(C)CN(CC(C)C)S(=O)(=O)N1CCC(C(=O)NC2CCCCCCC2)CC1 | 2% | -15 | -10% | -15 | -1% | 4% | -2
O=S(=O)(c1ccc(Oc2ccc(-c3nnco3)cc2)nc1)N1CCC(Cc2ccccc2)CC1 | -14% | -5 | -26% | -5 | 6% | 2% | -3
O=C(COC(=O)C1(c2ccccc2)CC1)NNC(=O)c1ccccc1 | ? | 1 | -17% | / | / | 50%[activator] | /

Overlap with the part before: five entries, then new ones.
SMILES | AmpC detergent | HCMV antiviral | AmpC inh no detg | Shiga inhibitor | Giardia FBPA inh | AMA1 RON2 block | Cycloheximide cs
COc1ccccc1C/C(N)=N/OC(=O)c1ccc2c(c1)OCO2 | 4% | 16 | ? | 105* | -2% | 5% | 44*
CCOC(=O)N1CCN(C(=O)CS(=O)Cc2nc(-c3ccc(C)cc3)oc2C)CC1 (stereo not drawn) | -11% | 9 | 30% | 2 | 2% | -3% | -3
CC(C)CN(CC(C)C)S(=O)(=O)N1CCC(C(=O)NC2CCCCCCC2)CC1 | 2% | -15 | -10% | -15 | -1% | 4% | -2
O=S(=O)(c1ccc(Oc2ccc(-c3nnco3)cc2)nc1)N1CCC(Cc2ccccc2)CC1 | -14% | -5 | -26% | -5 | 6% | 2% | -3
O=C(COC(=O)C1(c2ccccc2)CC1)NNC(=O)c1ccccc1 | ? | 1 | -17% | / | / | 50%[activator] | /
COc1ccccc1N1CCN(CC(O)COCCOc2ccc(Br)cc2)CC1 (stereo not drawn) | -9% | ? | 205%[activator] | -14 | -12% | -7% | -3
COc1ccc(S(=O)(=O)N2CCCCC2)cc1NC(=O)c1cc(C)on1 | -10% | 38 | -28% | -3 | 0% | 1% | 9
CCCCCNCc1cccn1C | -15% | 18 | -11% | -15 | -6% | -12% | 5
COC(=O)c1sccc1NC(=O)c1c(C)noc1C | 6% | 3 | -10% | 6 | 21% | 0% | -1
CCc1ccc(C2CC(=O)Nc3c2c(=O)nc2c(C)cccn32)cc1 (stereo not drawn) | 1%&3% | -15&11 | -13% | 2 | -4% | -14% | -5
O=C(CN1CCCCCC1)Nc1ccc(Oc2ccccc2)cc1 | 1% | -37 | 25% | 22 | ? | -2% | 15
Cc1c(C(=O)Nc2ccccn2)oc2ccc(Br)cc12 | -15% | 112 | -45% | / | / | -2% | /
CCCc1ccc2oc(C(=O)N3CCC(COC)C3)c(C)c2c1 (stereo not drawn) | -11% | 57 | 122%[activator] | / | 13% | 1% | 33*
Cc1nnc(SCC(=O)Nc2ccc3c(c2)OCCO3)s1 | -2% | 9 | 0% | 29 | 0% | -1% | 2
O=C(Nc1ccccc1)Nc1ccc(Oc2cccnc2)nc1 | ? | -6 | -22% | 39* | 0% | 12% | 42*
CCOC(=O)/C(=C/c1cn(C)c2ccccc12)NC(=O)c1ccccc1 | -7% | 15 | 10% | 19 | 0% | -1% | 9
Cc1ccc2cc(CCNC(=O)c3ccco3)c(=O)[nH]c2c1 | ? | -23 | -20% | 63* | 5% | -3% | 31*
Cc1ccc(OCc2cc(C(=O)N(C)Cc3nccn3C)no2)cc1C | -7% | -23 | 72%[activator] | 20 | 0% | 4% | 22
Cc1cc(N2CCOCC2)nc2ccc(NC(=O)C3CCC(C)CC3)cc12 (stereo not drawn) | -11% | 24 | -12% | 48 | 0% | 20% | -1
CC/C(=C\c1oc2cc3ccccc3cc2[n+]1CC)Nc1ccccc1 | ? | ? | -8% | 1 | ? | -3% | 6
O=S(=O)(Nc1cccc(-c2cn3ccsc3n2)c1)c1ccc(F)cc1 | 7% | -10 | -35% | 106* | 2% | -11% | 25*
COc1cccc(CN2CC(C(=O)N3CCN(C(C)C)CC3)CCC2=O)c1 (stereo not drawn) | ? | 5 | 16% | 9 | -3% | -5% | 0
COc1cc(C(C)=O)ccc1COc1ccc(C(=O)OC(C)C(=O)NC(N)=O)cc1OC (stereo not drawn) | -4% | -3 | 86%[activator] | -7 | -7% | -13% | -1
Cc1ccc2c(n1)sc1c(-c3ccc(Br)cc3)c(C#N)c(N)nc12 | -12% | ? | -14% | -15 | -4% | 109%[activator] | -2

Assay outcomes from PubChem BioAssay.
